PMI inhibitors: MPI enzyme activity inhibition – biochemical, fluorescence intensity, coupled assay, primary screen (AID 1209); purified PMI enzyme, coupled fluorescence intensity; higher % means a stronger effect; one-dose inhibition, % at 20 µM; IC50 in µM for titrated hits; actives 0.42% (n = 190,000); in the data active means inhibition above about 50%;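 further: plate controls were DMSO vehicle for no effect and wells lacking substrate for full effect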
Insulin prom up: MIN6 insulin promoter up-regulation; MIN6 insulin promoter-GFP reporter, high-content imaging; active compounds read high; z-score at 5 µM; actives 0.3% (n = 190,000); AID 1625;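 active means z-score above 3 at 5 µM with at least 500 cells counted in the well; inconclusive means wells under 500 cells, flagged as cytotoxic or low count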
Hep lipid drop: modulators of hepatic lipid droplet formation; inhibition, % at 6.5 µM; AML12 mouse hepatocytes, oleate lipid droplets, BODIPY imaging; actives 0.4% (n = 240,000);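 active means lipid droplet intensity inhibited by at least 50%, with more than 500 cells counted; inconclusive means wells with under 300 cells, treated as cytotoxic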
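System: AML12 hepatocytes (mouse). Probe or stimulus: oleic acid at 100 µM to induce lipid droplet formation. Times: overnight treatment with compound plus oleate. Detection: Image-based BODIPY and DAPI two-channel analysis. Evaluation: percent inhibition of filter-corrected integrated lipid droplet intensity per well.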
MT stabilizer: microtubule stabilization, imaging screen | HeLa tubulin immunostaining HCS, 24 h; share of cells brighter than vehicle mean+2SD | % tubulin-high responders, % at 10 µM | actives 0.83% (n = 200,000) | AID 2205;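 active means plate Z-score above 3 for both tubulin-high and condensed-nucleus cell shares, with cell loss under 80%, at 10 µM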;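 further: anti alpha tubulin signal scored within the nucleus-defined area of each cell; some results filed as inactive read as strong as hits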
b-catenin transl: modulators of beta-catenin nuclear translocation; HeLa beta-catenin nuclear translocation, immunofluorescence imaging; nuclear translocation activity, % at 5 µM; actives 0.3% (n = 190,000);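 active means nuclear translocation activity above 50% at 5 µM, with a well cell count of 50 or more; inconclusive means wells under 50 cells across six images, flagged as toxic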;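 further: per-cell ratio of nuclear to cytoplasmic median beta-catenin stain intensity; plate controls were DMSO negative control for no effect and GSK-3 inhibitor IX positive control for full effect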
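Read-out: Nuclear/cytoplasmic beta-catenin signal ratio, % activation | Assay system: Human HeLa cell line | Times: 24 h compound exposure at 37°C, 5% CO2 | Signal: Fluorescence imaging of beta-catenin antibody stain plus DAPI | Dosing: 5 µM primary, 0.02–20 µM confirmation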
Myeloid diff 2: compounds promoting myeloid differentiation. ER-HoxA9 myeloid progenitors, lysozyme-GFP differentiation, flow cytometry. calls only at 10 µM. actives 1% (n = 360,000);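 active means normalized GFP-positive differentiation at or above the plate's own cutoff, the solvent-only control mean plus 3 SD; inconclusive means no clear call, values can overlap the other calls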;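 further: cells exposed to compound for four days before flow analysis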
Dynein cargo inh: dynein cargo transport inhibition | 3617.4 mouse cells, GR-EGFP nuclear translocation imaging; test concentration mostly 20 µM; stimulated with dexamethasone, 1 µM; active compounds read low | z-score, hits read low | actives 0.47% (n = 220,000);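 active means plate z-score of nuclear minus cytoplasmic receptor signal below a set negative limit, without overly bright fluorescence or cell loss, cut at about -3.5 in these data, passing the limit was not always enough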;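 further: z-score of nuclear minus cytoplasmic ring GR-EGFP intensity difference per well; some compounds called inactive have numbers as strong as hits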
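Schedule: 48 h induction, then 1 h compound, then 30 min agonist, 37 °C. Buffer or medium: tetracycline-free induction medium containing charcoal-stripped FBS. Reagent: 1.0 µM final dexamethasone stimulus. Evaluation: nuclear versus cytoplasmic GR-EGFP signal, averaged per well. Signal: high-content fluorescence imaging after fixation.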
T cell HTS: T cell immune modulators affecting CD8 T cell-vesicle binding | 2C CD8+ T cell-vesicle binding, flow cytometry; active compounds read low | calls only at 7 µM | actives 0.068% (n = 330,000) | AID 2052;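 active means response, share of CD8 T cells binding vesicles, and their 90th percentile fluorescence all below set limits, cut at about 80% in these data, passing the limit was not always enough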
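Read-out – percent CD8+ FL2 mean versus row control · System – murine 2C transgenic CD8+ T lymphocytes · Times – 1.5 h cell–vesicle binding at 37 °C, then 20 min icy labelling · Control set – naked vesicles low, QL9 vesicles with vehicle high · Detection – cytometric PE anti-B7-1 and Alexa647 anti-CD8 signals after 1% paraformaldehyde fixation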
TNAP activation fold: human TNAP enzyme activators, primary screen, biochemical, luminescent, no phosphate acceptor, uHTS (AID 1001). purified TNAP, luminescent activation assay, no phosphate acceptor; higher activation fold means a stronger effect. actives 0.03% (n = 200,000). one-dose activation fold at 20 µM; EC50 in µM for titrated hits; in the data active means activation fold from about 3, or a potency from the dose series; inactive means the rest, 99 in 100 with activation fold below about 1.6; further: many of its hits are not listed in these tables
Dynein cargo inh cytoplasmic EGFP: also measured in Dynein cargo inh; calls as there; z-score; measured here: cytoplasmic GR-EGFP intensity; active compounds read high
Dynein cargo inh nuclear GR-EGFP: further read-out of Dynein cargo inh, marked with its call; z-score; measured here: nuclear GR-EGFP intensity;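 lower value marks the stronger effect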
Dynein cargo inh cell count: recorded beside Dynein cargo inh, whose call it bears; z-score; measured here: cell count per field
Insulin prom up cell count: further read-out of Insulin prom up, marked with its call; cell count; measured here: cytotoxicity, nuclei count;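 total cells summed across four imaged fields per well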
Hep lipid drop cells 6.5 µM: second read-out of Hep lipid drop, no call of its own (marks repeat the call); cell count; measured here: cell count, cytotoxicity flag;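 cells counted across two imaged fields per well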
b-catenin transl cell count 5 µM: recorded beside b-catenin transl, whose call it bears; cell count; measured here: cell count, cytotoxicity flag
T cell HTS vesicle-bound %: second read-out of T cell HTS, no call of its own (marks repeat the call); double positive events, %; measured here: CD8+ vesicle-bound cell fraction;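 binding gate set so that unloaded-vesicle control wells show 10% double positive cells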
MT stabilizer Hoechst-high %: also measured in MT stabilizer; calls as there; % Hoechst-high responders; measured here: nuclear condensation Hoechst responders;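 share of cells brighter than vehicle mean plus two SD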
MT stabilizer cytotoxicity %: further read-out of MT stabilizer, marked with its call; toxicity, %; measured here: cytotoxicity by cell density;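 0% = mean cell density of plate MIN control wells and 100% = no cells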
Myeloid diff 2 GFP+ MAC1+ %: also measured in Myeloid diff 2; calls as there; GFP+ MAC1+ double positive, %; measured here: differentiation confirmed by MAC1 staining
* marks the source's active call; other numbers are inactive results; i = inactive; ? = inconclusive; / = no result given; + = active, no number.

SMILES | PMI inhibitors | Insulin prom up | Insulin prom up cell count | Hep lipid drop | Hep lipid drop cells 6.5 µM | MT stabilizer | MT stabilizer Hoechst-high % | MT stabilizer cytotoxicity % | b-catenin transl | b-catenin transl cell count 5 µM | Myeloid diff 2 | Myeloid diff 2 GFP+ MAC1+ % | Dynein cargo inh | Dynein cargo inh cytoplasmic EGFP | Dynein cargo inh nuclear GR-EGFP | Dynein cargo inh cell count | T cell HTS | T cell HTS vesicle-bound % | TNAP activation fold
CCC(=O)N(CCC1(c2ccccc2OC)CCOC(C(C)C)C1)Cc1ccco1 (stereo not drawn) | / | / | / | -23 | 649 | / | / | / | -4.1 | 1143 | i | 0.3 | -0.21 | -0.15 | -0.26 | -0.59 | i | 54 | /
CCCSc1nnc(Cn2c(=O)sc3ccccc32)n1-c1ccccc1 | 8% | 2.2 | 843 | / | / | 2.4 | 3.4 | 5.4 | -0.6 | 1132 | i | 0.9 | -0.53 | -0.22 | -0.29 | 0.2 | i | 50 | 1.1
Cc1cccc(N2CCN(C(c3ccccc3)c3nnnn3C(C)(C)C)CC2)c1C (stereo not drawn) | 4% | / | / | -1 | 728 | 2.2 | 2.2 | 8.8 | -2.4 | 1230 | i | 0.3 | 0.071 | -0.2 | -0.23 | -0.67 | i | 36 | 1.1
O=C1NCCc2c1[nH]c1ccc([N+](=O)[O-])cc21 | -5% | -0.8 | 1253 | 3 | 706 | 2.8 | 3.4 | 4.7 | 2.4 | 885 | i | 0.0 | -0.8 | -0.28 | -0.3 | 0.61 | i | 23 | 1.1
NC(=O)CC1Nc2cccc3cccc(c23)NC1=O (stereo not drawn) | 15% | 0.23 | 1474 | -14 | 584 | 4.5 | 1.5 | 1.5 | 1.4 | 886 | i | 0.8 | 3 | -0.014 | 1.6 | -1.4 | i | 10 | 1
Cc1cccc(N(CC(=O)N2CCOCC2)S(C)(=O)=O)c1C | 7% | / | / | -3 | 780 | 1.7 | 1.4 | 6.7 | -3.1 | 1239 | i | 0.4 | 0.5 | -0.28 | 0.38 | 0.5 | i | 31 | 1.1
Cc1cc(/N=C/C=C2\N(C)c3ccccc3C2(C)C)n(CCC#N)n1 | -15% | -0.83 | 1240 | / | / | 7.6 | 3.3 | 8.1 | -8.8 | 1018 | i | 9.1 | -1.2 | 0.72 | -0.063 | -0.2 | i | 43 | 1
O=C(COc1ccc(S(=O)(=O)N2CCCC2)cc1Cl)N1CCN(c2ccccc2)CC1 | 4% | / | / | 10 | 731 | 3.0 | 2.1 | 5.2 | / | / | i | 5.2 | -1 | -0.18 | -0.77 | 0.92 | i | 5 | 1.1
C=CCNC(=O)c1onc(CSc2cccc(OCC)c2)c1C(=O)O | -2% | -0.98 | 1459 | / | / | 2.5 | 2.0 | 4.3 | -1.3 | 1368 | i | 2.3 | -0.59 | -0.22 | -0.86 | 0.41 | / | / | 1.1
COc1ccccc1NC(=O)CCC(=O)Nc1ccccc1OC | -1% | 0.12 | 1251 | 22 | 789 | 3.0 | 1.8 | 1.9 | / | / | i | 2.7 | -1.4 | -0.25 | -0.5 | 1.2 | i | 33 | 1.1
CCc1nc2sc3c(c2c(=O)o1)CCCC3 | -9% | 0.07 | 812 | -9 | 718 | 0.9 | 0.9 | 13 | 0.8 | 1160 | i | 0.7 | -1.5 | 0.0025 | -0.57 | 2.1 | i | 46 | 1.1
Cc1c(C(=O)OCC(=O)Nc2ccc(S(N)(=O)=O)cc2)oc2c1ccc1ccccc12 | 5% | -0.54 | 1500 | 1 | 695 | 3.9 | 1.6 | 4.9 | 2.0 | 961 | i | 0.2 | 2.3 | -0.19 | 1.7 | -0.68 | i | 16 | 1.1
COc1cccc(NC(=S)NNC(=O)CCn2cc([N+](=O)[O-])cn2)c1 | 10% | -0.11 | 1468 | -1 | 668 | 4.2 | 2.2 | 7.0 | -1.0 | 1530 | i | 0.4 | -0.44 | -0.37 | -0.27 | 1.2 | i | 30 | 2.2
CC(C)Sc1snnc1-c1ccccc1 | -3% | -0.14 | 1234 | 19 | 693 | 2.6 | 2.3 | 4.7 | -3.1 | 1163 | i | 0.1 | -0.53 | 1.5 | 0.31 | 0.47 | i | 46 | 1.1
CC(=O)Nc1nc(C2CC2)cc(-c2ccccc2)c1C#N | 3% | -0.91 | 1680 | 3 | 749 | 1.7 | 1.7 | 4.1 | -1.3 | 953 | i | 0.6 | 1.3 | -0.17 | 0.29 | -0.88 | i | 54 | 1
COc1ccc(CN2CC(=O)N(c3ccc(C)cc3C)C2=S)cc1OC | -2% | -0.97 | 1282 | 6 | 747 | 5.7 | 1.8 | 21 | 0.8 | 1137 | i | 0.3 | 0.62 | -0.2 | -0.045 | -0.42 | i | 22 | 1.1
C=CCc1cc(OC)ccc1OCCN(C)Cc1ccccc1 | 1% | -1.1 | 1578 | -10 | 672 | 7.0 | 2.4 | 6.0 | 3.8 | 906 | i | 0.1 | 3.1 | 0.11 | 2.9 | -3.4 | i | 51 | 1.2
COc1cccc(C(=O)NC(C)C(c2cccs2)N2CCN(C)CC2)c1 (stereo not drawn) | 4% | 0 | 1828 | 3 | 662 | 3.1 | 4.4 | 7.2 | 1.0 | 1088 | i | 8.7 | -0.39 | -0.21 | -0.21 | 1.6 | i | 21 | 1.1
Cc1ccc(O)c(C=Nc2cc(C)ccc2O)c1 | 23% | 0.02 | 1203 | -19 | 683 | 3.7 | 3.2 | 10 | -5.0 | 517 | + | 7.1* | -0.02 | -0.24 | 0.13 | 0.61 | i | 44 | 1.6
CCCCSc1nnc(-c2ccc(C)cc2)n1C | 0% | -1.4 | 832 | / | / | 2.3 | 2.0 | 2.7 | -2.5 | 1411 | i | 0.6 | 0.012 | -0.063 | 0.36 | -0.42 | i | 33 | 1.1
O=C(O)Cn1cnc2c(oc3ccccc32)c1=O | / | -0.15 | 1282 | 3 | 716 | / | / | / | -4.6 | 1250 | i | 0.4 | -0.098 | -0.13 | 0.0002 | -0.72 | i | 15 | /
O=C(CCc1ccccc1)c1c(O)cc(O)cc1O | / | -0.03 | 1054 | 39 | 712 | / | / | / | 0.9 | 1101 | i | 1.2 | -0.6 | -0.78 | 0.0084 | 0.23 | i | 34 | /
Cc1ccc(-c2nnc(N3CCCCC3)c3ccccc23)cc1S(=O)(=O)N1CCN(C)CC1 | 3% | -0.29 | 1591 | / | / | 2.4 | 1.6 | 6.8 | -0.8 | 1399 | i | 0.6 | 0.12 | -0.17 | 0.0099 | -0.31 | i | 30 | 0.9
COc1ccc(C2CC(=O)c3cnc(N4CCN(Cc5ccccc5)CC4)nc3C2)cc1 (stereo not drawn) | 15% | 0.81 | 1800 | -6 | 585 | 6.8 | 2.4 | 5.6 | 1.7 | 1061 | i | 0.9 | 3.1 | 0.13 | 1.5 | -2.6 | i | 31 | 1
Cc1ccc(C(=O)N2CCN(c3ccc([N+](=O)[O-])c(NCc4ccco4)c3)CC2)cc1 | 19% | -0.37 | 1604 | / | / | 2.1 | 0.9 | 3.1 | -1.2 | 1418 | i | 0.4 | 0.94 | -0.15 | 0.3 | -0.32 | i | 60 | 1
O=C(Cn1c(NCCCO)nc2ccccc21)c1ccc(Br)cc1 | 6% | -0.02 | 1109 | / | / | 3.5 | 2.4 | 19 | -1.0 | 1203 | i | 0.0 | 0.91 | -0.41 | 0.22 | 0.56 | i | 58 | 1.1
O=C(O)Cn1ccc2ccccc21 | / | -0.38 | 999 | 1 | 798 | / | / | / | -0.9 | 1307 | i | 0.7 | -0.8 | -0.23 | 0.16 | -0.38 | i | 52 | /
CC(C(=O)Nc1ccccc1)N1C(=O)c2ccccc2C1=O (stereo not drawn) | / | 1.1 | 1739 | -8 | 737 | 2.9 | 2.8 | 7.0 | 0.9 | 1521 | i | 1.1 | -0.26 | -0.3 | -0.15 | 0.37 | i | 39 | 1.1
COc1ccc(Br)cc1/C=C/C(=O)c1ccc(NC(C)=O)cc1 | 12% | -2.8 | 686 | -28 | 642 | 7.5 | 2.6 | 26 | 52* | 568* | ? | / | -3.5* | 0.73* | -2.1* | -0.002* | i | 39 | 1
COc1ccc(-n2c(SCC(=O)Nc3ccc(Br)cc3)nc(O)cc2=O)cc1 | / | 0.4 | 1044 | -1 | 707 | / | / | / | -0.8 | 1335 | i | 0.0 | -0.19 | -0.24 | 0.32 | 0.67 | i | 20 | /
N#CC1=C(c2ccccc2)/C(=C/c2ccccc2)OC1=O | 9% | 0.96 | 755 | 7 | 777 | 3.6 | 1.5 | 4.3 | -3.1 | 1193 | ? | / | -0.16 | 0.15 | 0.25 | -0.15 | i | 36 | 1

Assay outcomes as filed in PubChem.
